High-throughput results (PubChem)
NCOA2 inhibitor: inhibits human steroid receptor coactivator 2; Q15596; HEK293 GAL4-SRC2 luciferase reporter, luminescence; hit rate 0.17% among 370,000; inhibition, % at 9 µM;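 active means inhibition above the mean inhibition of all tested compounds plus 3 SD, set per campaign, cut at about 52% in these data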;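 further: 0% = DMSO treated cells and 100% = cells given Gossypol at 36 µM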
Granule exo inh: blocks lytic granule exocytosis; AID 651702; TALL-104 LAMP-1 surface exposure, flow cytometry; cells stimulated with thapsigargin and PMA; inhibition, % at 10 µM; hit rate 0.66% among 360,000;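 active means inhibition above about 55%, limit read from the data; inconclusive means no clear call, values can overlap the other calls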
TWEAK Fn14 block: inhibitors of TWEAK-Fn14 interaction signaling; TWEAK-stimulated Fn14 reporter cells, luciferase luminescence, 8 h; hit rate 2% among 360,000; inhibition, % at 10 µM; in the data active means inhibition above about 50%
TLR9-MyD88 block: blocks human TLR9 binding to MyD88; Q9NR96+Q99836; CHO BLA complementation TLR9-MyD88, CCF4 FRET ratio; inhibition, % at 4.98 µM; hit rate 0.21% among 340,000; AID 504734;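 active means inhibition above the mean over all tested compounds plus 3 SD, cut at about 21% in these data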;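 further: 0% = DMSO only wells and 100% = clavulanate BLA inhibitor control wells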
NR5A2 inv ag: suppresses constitutive activity of human LRH-1; O00482; HEK293T StAR-luciferase reporter, LRH-1 transfected, 24 h; inhibition, % at 3.6 µM; hit rate 0.13% among 360,000; AID 602396;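 active means inhibition above the mean inhibition of all tested compounds plus 3 SD, cut at about 73% in these data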;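 further: 0% = DMSO wells and 100% = reporter-only cells lacking LRH-1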
NCOA1 inh: inhibits human SRC1 coactivator; HEK293 GAL4-SRC1 luciferase reporter, luminescence; inhibition, % at 3.6 µM; hit rate 0.12% among 360,000;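 active means inhibition above the campaign mean plus 3 SD, with each screening campaign given its own cutoff, cut at about 60% in these data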;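 further: 0% = DMSO treated cells and 100% = gossypol at 36 µM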
COUP-TFII inh: NR2F2 (human) inhibition, primary screen. inhibition, % at 8.6 µM. hit rate 0.7% among 370,000. AID 686940. HEK293T NGFI-A luciferase reporter, luminescence;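 active means inhibition above a per-plate cutoff, mean inhibition of test wells between control levels plus 3 SD, cut at about 38% in these data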;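 further: cells cotransfected with COUP-TFII expression vector driving the NGFI-A reporter; 0% = median of COUP-TF2 test wells and 100% = reporter-only cells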
ABHD5 PLIN5 PPI: blocks binding of human ABHD5 to perilipin-5; Q00G26+Q8WTS1; Split G. princeps luciferase complementation, luminescence, 4 h; inhibition, % at 4 µM; hit rate 0.78% among 360,000;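 active means inhibition above the mean inhibition across every tested compound plus 3 SD, cut at about 22% in these data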;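 further: 0% = DMSO only wells and the 100% control is not disclosed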
TROY NFkB inh: blocks TROY-dependent signaling in reporter cells. inhibition, % at 10 µM. hit rate 0.98% among 360,000. Q293 LMP1-TROYcd NF-kB luciferase reporter, 4 h;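 active means compounds whose plate-normalised and pattern-corrected inhibition of the luciferase reporter signal at the single screening dose is 50% or more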
SRC3 inh: human NCOA3 inhibition; HEK293 GAL4-SRC3 luciferase reporter, luminescence; inhibition, % at 3.6 µM; hit rate 0.17% among 360,000; AID 588352;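 active means inhibition above a per-campaign cutoff, the mean of all compounds plus 3 SD, cut at about 60% in these data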;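 further: 0% = DMSO-treated cells and 100% = gossypol-treated cells at 36 µM; higher means less SRC3-driven luciferase light from the GAL4 reporter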
NOD2 RIPK2 PPI: blocks binding of human NOD2 to RIPK2 | O43353 | CHO BLA complementation NOD2-RIPK2, CCF4 ratio | inhibition, % at 4.98 µM | hit rate 0.38% among 360,000 | AID 624267; in the data active means inhibition above about 21%;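 further: 0% = vehicle only and 100% = reference blocker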
Active calls of the source: *; ? = inconclusive; . = no result given; & = joins results of further samples.

| canonical_smiles | NCOA2 inhibitor | SRC3 inh | TWEAK Fn14 block | TROY NFkB inh | COUP-TFII inh | NOD2 RIPK2 PPI | Granule exo inh | ABHD5 PLIN5 PPI | NR5A2 inv ag | TLR9-MyD88 block | NCOA1 inh |
| --- | --- | --- | --- | --- | --- | --- | --- | --- | --- | --- | --- |
| COCc1c(Br)c(C)[nH]c(=O)c1C#N | 15 | 15 | 16 | -6 | -22 | 2 | -1 | -6 | 19 | -7 | -12 |
| Cc1ccnc(SCCn2c(N3CCN(c4ccccc4)CC3)nc3c2c(=O)[nH]c(=O)n3C)n1 | 3 | -6 | 9 | 15 | 6 | 7 | -1 | -1 | 29 | 9 | 3 |
| CCOC(=O)CN(C(=O)CSc1nnc2c(n1)[nH]c1ccc(F)cc12)c1ccccc1 | -18 | 14 | 18 | 18 | 8 | 8 | -2 | 0 | 2 | -5 | 8 |
| COc1ccc(Cl)cc1CN1C(=O)NC2(CCCCCC2)C1=O | -10 | -37 | 16 | -1 | 5 | 3 | -5 | -9 | 3 | -16 | -10 |
| CSc1nc(C)cc(Oc2ccc(=O)n(C)n2)n1 | 0 | 7 | 3 | -3 | -14 | -5 | -3 | -3 | 3 | -4 | 2 |
| COc1ccc(-c2cn[nH]c2N)cc1 | 18 | -1 | 2 | . | 5 | 3 | -2 | -1 | 14 | -3 | 4 |
| Cc1noc(C)c1COc1cccc(C(=O)Nc2ccccc2)c1 | -9 | 18 | -14 | -12 | -23 | 1 | -2 | -7 | -7 | 3 | -2 |
| CC(=O)c1ccc(-c2cnc3c(NC=O)cc(-c4cnn(C)c4)cn23)cc1 | -28 | -11 | -18 | -9 | -25 | -1 | 3 | 9 | 40 | . | 4 |
| CCOC(=O)C1=C(COC(=O)C2(C)CC2(Cl)Cl)NC(=O)NC1c1ccccc1 (stereo not given) | -12 | 11 | 0 | 15 | -14 | -8 | 0 | -1 | 5 | -10 | 4 |
| CC(=O)Nc1sc(/C(C#N)=C\c2cccc(Cl)c2)nc1-c1ccc(C)cc1 | -25 | 6 | 8 | -22 | -6 | 20 | -4 | -8 | 7 | 32* | 8 |
| Cc1cs/c(=N\N=C\c2ccccc2)n1Cc1ccco1 | 7 | -6 | -7 | -27 | 5 | -2 | ? | -4 | -33 | -2 | -15 |
| CCS(=O)(=O)NCC(c1cccnc1)N1CCN(c2ccc(OC)cc2)CC1 (stereo not given) | -4 | -1 | 0 | 16 | 17 | 2 | 4 | 6 | 8 | -6 | -3 |

The last two compounds of the part before open the next one:
| canonical_smiles | NCOA2 inhibitor | SRC3 inh | TWEAK Fn14 block | TROY NFkB inh | COUP-TFII inh | NOD2 RIPK2 PPI | Granule exo inh | ABHD5 PLIN5 PPI | NR5A2 inv ag | TLR9-MyD88 block | NCOA1 inh |
| --- | --- | --- | --- | --- | --- | --- | --- | --- | --- | --- | --- |
| Cc1cs/c(=N\N=C\c2ccccc2)n1Cc1ccco1 | 7 | -6 | -7 | -27 | 5 | -2 | ? | -4 | -33 | -2 | -15 |
| CCS(=O)(=O)NCC(c1cccnc1)N1CCN(c2ccc(OC)cc2)CC1 (stereo not given) | -4 | -1 | 0 | 16 | 17 | 2 | 4 | 6 | 8 | -6 | -3 |
| CN1CCN(C(=O)c2cnn(-c3ccccc3)c2NC(=O)c2cccs2)CC1 | 1 | -9 | -10 | -10 | -18 | 2 | -2 | 1 | -17 | -7 | -28 |
| CC(=O)Nc1ccc(NC(=O)Nc2cccc3ccccc23)cc1 | 10 | -32 | 10 | 4 | 11 | -17 | 2 | 0 | -10 | 6 | -4 |
| CC(=O)/C(=N\Nc1ccccc1Cl)Sc1cccc2cccnc12 | 4 | 18 | -18 | 2 | 13 | -2 | -1 | -6 | 2 | -1 | 13 |
| CCN(CC)C(=O)CSc1nnc(NC(=O)CCc2ccccc2)s1 | 2 | 16 | -4 | 10 | -8 | 2 | -7 | -2 | -6 | -7 | -11 |
| C/C(N)=C(/C#N)C(=O)CSc1nnc(Nc2c(C)cccc2C)s1 | 15&-12 | -20&-16 | 8&-8 | -18&-14 | -14&5 | -11&-4 | 5&2 | -3&-2 | -5&5 | -9&-10 | -2&-5 |
| CCOc1cccc(C(=O)Nc2ccc3ccccc3c2)c1 | -37 | -162 | 52* | 15 | -4 | 7 | 12 | -7 | -155 | -8 | -99 |
| CN(CCc1ccccc1)C(=O)CCc1nnc(Cc2ccc3c(c2)OCO3)o1 | 2 | -6 | -14 | -11 | 4 | -4 | 15 | 1 | -9 | 2 | -70 |
| Cc1c(C)n(CCO)c2ncnc(Nc3ccc(F)cc3)c12 | -24 | -27 | -24 | -56 | -12 | -5 | 0 | 1 | -68 | -4 | -51 |
| COC(=O)C(Cc1ccccc1)NC(=O)CCCC(=O)NCc1cccc(OC)c1 (stereo not given) | 16 | -9 | -2 | 10 | 16 | 9 | 4 | -11 | 12 | -5 | -5 |
| Cc1ccc(NC2CC(=O)N(c3cccc([N+](=O)[O-])c3)C2=O)cc1 (stereo not given) | -8 | 10 | 1 | -6 | -7 | -9 | 13 | -5 | -17 | -4 | 0 |
| CCCOC(=O)C1=C(C)NC(=O)NC1c1cccc2ccccc12 (stereo not given) | -19 | 12 | -2 | -6 | 9 | 1 | 2 | 15 | -17 | 2 | 21 |
| CN(/N=C/c1ccco1)C1=NS(=O)(=O)c2ccccc21 | -17 | 0 | -5 | 1 | -21 | 2 | -6 | 5 | -15 | -3 | -2 |
| O=C(NCC1CCOCC1)c1cc(COc2cccc(C(F)(F)F)c2)on1 | 17 | 16 | 9 | -1 | 6 | 0 | 8 | -10 | -1 | 9 | -11 |
| Cc1cc(C)c(C(=O)NC2CCCc3c2cnn3-c2ccc(C)c(C)c2)c(=O)[nH]1 (stereo not given) | -32 | -4 | 2 | -15 | 4 | -5 | -8 | -3 | 2 | 7 | -3 |
| CCOc1c(Cl)cc(Cl)cc1CNCCNCCO | 13 | 4 | 14 | -1 | -5 | -8 | 0 | 4 | 5 | 11 | 14 |
| COC(=O)C(NNc1ccc(F)cc1)(NC(=O)c1ccccc1)C(F)(F)F (stereo not given) | -5 | 10 | -8 | -46 | 2 | 2 | 3 | 4 | 8 | -2 | 5 |
| COc1cccc(NC(=O)CN(C)C(=O)CCCc2nc3ccccc3s2)c1 | -4 | 5 | 7 | -14 | -1 | -5 | -1 | 3 | -28 | 2 | 5 |
| Cc1ccccc1NC(=S)N(CCN1CCOCC1)Cc1ccccc1F | 10 | 10 | 1 | -8 | 3 | 10 | -4 | 0 | 1 | 4 | -3 |
| CCOC(=O)C1(Cc2cccc(Cl)c2)CCCN(C(=O)c2ccc(COC)s2)C1 (stereo not given) | -5 | -10 | -8 | -55 | -6 | 1 | -2 | 2 | -17 | 6 | 1 |
| COc1cc(NC(=O)Cc2c(C(=O)O)n(C)c3ccccc23)cc(OC)c1OC | -9 | 13 | -3 | 4 | -10 | 0 | -1 | 1 | 13 | 17 | -3 |
| COc1cccc(/C(O)=C2/C(=O)C(=O)N(CCCN3CCOCC3)C2c2ccncc2)c1 (stereo not given) | -6 | 9 | -12 | -1 | -7 | 0 | -4 | -4 | -3 | 10 | -3 |
| Cc1[nH]nc(SCC(=O)NC(C)c2ccccc2)c1[N+](=O)[O-] (stereo not given) | -31 | 6 | -1 | 18 | -6 | -1 | 2 | -2 | 6 | -16 | 6 |
| COc1ccc(C(=O)N2C(=S)NC(=O)/C2=C\c2ccc(C)cc2)cc1 | -12 | 18 | -36 | -48 | -28 | -5 | 2 | -4 | -45 | 9 | -37 |
| Cc1cc(NC(=O)c2nn3cccnc3c2Cl)no1 | -49 | -85 | 22 | -1 | -31 | -8 | 6 | 2 | -127 | 4 | -108 |
| CC(C)(C)c1ccc(OCC(=O)Nc2ccncc2)cc1 | -15 | 10 | -3 | -31 | -6 | -4 | 0 | -1 | 0 | -12 | -2 |
| CC(=O)c1ccc(OC(=O)CCc2nc3ccccc3s2)cc1 | 1 | 5 | -10 | 12 | 0 | -20 | -1 | 20 | 8 | . | -1 |
| COC(=O)c1ccc(N2CCN(S(=O)(=O)c3ccc(C)cc3)CC2)c([N+](=O)[O-])c1 | 16 | -11 | -7 | 8 | 8 | -8 | -1 | -2 | 11 | -2 | -5 |
| CC(C)N(CCCNC(=O)Cn1ncc2c([nH]c3ccccc32)c1=O)Cc1ccccc1 | 1 | 0 | 16 | 0 | -15 | -4 | 1 | 10 | -2 | -14 | -3 |
| Cc1ccc(NC(=O)CSc2nnnn2C2CC2)cc1S(=O)(=O)N1CCOCC1 | -9 | 10 | -26 | 11 | 9 | 10 | -1 | 5 | 11 | -4 | 1 |
| O=C(O)c1cccc(N2C(=O)C=CC2=O)c1 | -7 | 15 | 0 | -13 | -3 | -11 | 0 | 37* | -8 | -2 | 6 |
| O=C(CCSCc1ccccc1Cl)N1CCN(c2cccc(Cl)c2)CC1 | -8 | 6 | -25 | -11 | 2 | 8 | 2 | -3 | 14 | 6 | -3 |
| O=C(NNC(=S)NC1CC2C=CC1C2)c1ccncc1 (stereo not given) | 7 | 6 | -5 | -13 | -8 | -1 | 18 | -4 | 6 | -1 | 0 |
| COC(=O)c1cc(S(=O)(=O)N2c3ccccc3CC2C)cn1C (stereo not given) | -7 | -1 | 8 | -6 | 1 | -1 | -2 | -1 | 8 | 1 | 6 |
| OCC1(Cc2ccccc2)CCN(Cc2cnc(-c3cccc4ccccc34)nc2)CC1 | 2 | 13 | 9 | 3 | -10 | -1 | 8 | 9 | -2 | 2 | -16 |
| CCN(Cc1ccccc1)C(=O)c1ccc(C)c(S(=O)(=O)N2CCCCC2)c1 | -15 | 3 | 9 | 6 | 0 | -3 | 5 | -5 | -18 | 2 | -6 |
| COc1ccc(NC(=S)N2CCN(c3ncccn3)CC2)c(OC)c1 | 15 | 14 | 8 | -2 | -7 | -12 | -4 | -3 | 14 | 1 | 11 |
| COc1ccc(OC(=O)N(C)C[C@H]2OCc3cn(nn3)CCCC(=O)N([C@H](C)CO)C[C@@H]2C)cc1 | -45 | -11 | 7 | 1 | 8 | -4 | -1 | 8 | -5 | 4 | 9 |
| CC(C)[C@H](NC(=O)c1ccco1)C(=O)N(C)Cc1ccc(C(F)(F)F)cc1 | -1 | -7 | 28 | 13 | 1 | -5 | -1 | 1 | -4 | -3 | 8 |
| c1ccc(CCNCCOc2ccccc2)cc1 | 5 | -8 | -36 | -1 | 12 | -4 | -4 | -6 | -7 | -2 | -1 |
| CCc1n[n+](CC(=O)c2ccccc2)c(N)s1 | -10 | -52 | 82* | 58* | 6 | -8 | -2 | -13 | -129 | -2 | -52 |
| CCCCCN=Cc1c(C)[nH]n(-c2nc3ccccc3s2)c1=O | -48 | -72 | 87* | 39 | -10 | -4 | 4 | -5 | -148 | -1 | -71 |
| COc1ccc(OC(F)(F)F)cc1CC1(C)C(=O)Nc2ccc(S(=O)(=O)NC3CCCCC3)cc21 (stereo not given) | -32 | 15 | 12 | 25 | 14 | 7 | 0 | -8 | 20 | . | 8 |
| COc1ccc(S(=O)(=O)Nc2ccc(F)cc2)c(C)c1C | -27 | -11 | 18 | -1 | -2 | 4 | 1 | -7 | 2 | 2 | -4 |
| Nc1ccccc1C(=O)NCCN1CCNC1=O | -26 | 18 | 3 | -7 | -11 | -4 | -7 | 2 | 4 | -3 | -4 |
| COc1cc(Cl)ccc1OCc1cc(C(=O)N[C@H]2CCCCNC2=O)no1 | -48 | -42 | 10 | -56 | -33 | 0 | 3 | -5 | -64 | -11 | -14 |

Not all compounds are listed (hit frequency here may not be typical).
